BoNT F protease = BoNT F light chain protease inhibition; inhibition, % at 10 µM; actives 0.22% (n = 360,000); AID 588497; Multiplex microsphere protease cleavage assay, flow cytometry; in the data active = inhibition above about 35%, passing the limit was not always enough; inconclusive = no clear call, values can overlap the other calls; note: plate controls were buffer without enzyme for full effect and enzyme alone for no effect
Anthrax LF prot = blocks Bacillus anthracis lethal factor protease | multiplex microsphere protease cleavage assay, LF | inhibition, % at 10 µM | actives 0.12% (n = 360,000) | AID 588501; note: plate controls were buffer without enzyme for full effect and enzyme alone for no effect
TcdB GH inh = inhibitors of Clostridioides difficile toxin B glycohydrolase | P18177 | inhibition, % at 9.99 µM | AID 652162 | TcdB glycohydrolase enzymatic assay, plate reader | actives 0.24% (n = 350,000); in the data active = inhibition above about 10%
Target sequence (P18177 whole entry, looked up): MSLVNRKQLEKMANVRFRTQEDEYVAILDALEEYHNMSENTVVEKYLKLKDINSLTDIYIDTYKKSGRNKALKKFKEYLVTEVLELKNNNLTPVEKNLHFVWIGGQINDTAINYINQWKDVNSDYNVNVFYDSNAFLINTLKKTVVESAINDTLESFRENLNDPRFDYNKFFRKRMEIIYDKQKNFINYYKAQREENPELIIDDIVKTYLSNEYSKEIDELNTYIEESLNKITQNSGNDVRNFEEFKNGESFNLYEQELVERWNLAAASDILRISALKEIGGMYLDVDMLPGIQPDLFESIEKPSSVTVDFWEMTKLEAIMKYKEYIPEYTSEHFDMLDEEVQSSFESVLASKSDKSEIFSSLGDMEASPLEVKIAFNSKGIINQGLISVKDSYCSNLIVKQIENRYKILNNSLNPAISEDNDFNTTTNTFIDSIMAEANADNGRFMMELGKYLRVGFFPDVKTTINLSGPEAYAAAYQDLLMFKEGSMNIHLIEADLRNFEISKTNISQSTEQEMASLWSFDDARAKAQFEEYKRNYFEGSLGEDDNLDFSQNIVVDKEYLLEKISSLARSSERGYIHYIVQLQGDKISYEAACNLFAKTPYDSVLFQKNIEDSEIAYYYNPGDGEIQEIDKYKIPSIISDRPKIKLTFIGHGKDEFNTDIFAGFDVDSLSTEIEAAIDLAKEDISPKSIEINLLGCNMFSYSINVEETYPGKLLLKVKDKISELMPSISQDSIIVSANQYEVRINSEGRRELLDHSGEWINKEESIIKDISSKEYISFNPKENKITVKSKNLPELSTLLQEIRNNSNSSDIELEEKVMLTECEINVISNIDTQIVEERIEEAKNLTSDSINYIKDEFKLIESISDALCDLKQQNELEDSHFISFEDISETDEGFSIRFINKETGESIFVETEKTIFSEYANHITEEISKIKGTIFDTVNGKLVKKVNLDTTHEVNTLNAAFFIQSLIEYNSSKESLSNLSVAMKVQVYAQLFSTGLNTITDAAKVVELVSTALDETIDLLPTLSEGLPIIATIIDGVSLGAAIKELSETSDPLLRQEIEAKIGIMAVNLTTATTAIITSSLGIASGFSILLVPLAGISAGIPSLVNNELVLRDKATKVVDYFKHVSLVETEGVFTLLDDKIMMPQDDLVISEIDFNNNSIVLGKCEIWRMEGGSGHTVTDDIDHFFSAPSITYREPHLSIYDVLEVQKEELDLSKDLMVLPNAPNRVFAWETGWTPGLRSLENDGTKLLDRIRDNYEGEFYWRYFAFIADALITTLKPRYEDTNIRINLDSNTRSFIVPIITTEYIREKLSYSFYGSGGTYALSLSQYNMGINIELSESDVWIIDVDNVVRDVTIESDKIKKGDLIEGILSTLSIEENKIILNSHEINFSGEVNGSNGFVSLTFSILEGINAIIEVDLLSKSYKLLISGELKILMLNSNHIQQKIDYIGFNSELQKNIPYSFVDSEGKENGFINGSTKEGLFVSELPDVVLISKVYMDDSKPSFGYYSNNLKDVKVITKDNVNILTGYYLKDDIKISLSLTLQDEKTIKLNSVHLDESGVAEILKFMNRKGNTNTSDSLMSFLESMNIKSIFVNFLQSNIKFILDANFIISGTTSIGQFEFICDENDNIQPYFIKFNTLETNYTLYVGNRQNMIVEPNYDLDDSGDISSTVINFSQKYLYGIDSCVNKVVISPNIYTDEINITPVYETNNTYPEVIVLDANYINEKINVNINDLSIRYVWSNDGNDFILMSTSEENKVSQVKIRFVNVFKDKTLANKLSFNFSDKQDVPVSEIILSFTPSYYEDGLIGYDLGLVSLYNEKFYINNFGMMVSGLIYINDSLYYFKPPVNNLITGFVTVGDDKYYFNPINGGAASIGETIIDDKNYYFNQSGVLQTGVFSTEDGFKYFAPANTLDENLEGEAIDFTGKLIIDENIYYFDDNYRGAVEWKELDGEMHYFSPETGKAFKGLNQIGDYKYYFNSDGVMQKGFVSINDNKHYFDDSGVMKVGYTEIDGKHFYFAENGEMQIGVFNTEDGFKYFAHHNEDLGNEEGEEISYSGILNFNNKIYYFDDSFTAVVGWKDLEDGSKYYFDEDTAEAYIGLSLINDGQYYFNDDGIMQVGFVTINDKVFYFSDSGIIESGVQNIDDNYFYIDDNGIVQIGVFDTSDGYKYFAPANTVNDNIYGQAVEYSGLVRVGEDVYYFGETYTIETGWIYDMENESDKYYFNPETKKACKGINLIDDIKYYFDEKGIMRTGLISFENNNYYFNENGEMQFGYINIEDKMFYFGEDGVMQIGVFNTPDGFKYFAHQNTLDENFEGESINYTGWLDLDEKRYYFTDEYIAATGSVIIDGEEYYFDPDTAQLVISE
PfHsp40 yeast = rescue of PfHsp40-mediated yeast toxicity. S. cerevisiae expressing PfHsp40, growth rescue, ATP luminescence. growth rescue, % at 12.5 µM. actives 0.68% (n = 340,000). AID 504582; in the data active = growth rescue above about 28%, passing the limit was not always enough; inconclusive = no clear call, values can overlap the other calls;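 note: yeast W303a lacking pdr1 and pdr3 grown in galactose medium; growth measured after three days at 30 °C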
PrPC surface inh = inhibitors of human cell surface prion protein PrPC; P04156; TR-FRET read-out; inhibition, % at 13.8 µM; actives 0.43% (n = 370,000); AID 720596; in the data active = inhibition above about 24%; note: 0% = median of the test wells and 100% = reference compound wells
FadD28 FP inh = M. tuberculosis FadD28 bisubstrate binding inhibition. FadD28 bisubstrate probe binding, fluorescence polarization. inhibition, % at 12.5 µM. actives 0.22% (n = 360,000); in the data active = inhibition above about 8.5%, passing the limit was not always enough; inconclusive = no clear call, values can overlap the other calls
BoNT A protease = inhibitors of Botulinum neurotoxin A light chain protease. inhibition, % at 10 µM. AID 588499. multiplex microsphere protease substrate cleavage, flow cytometry. actives 0.17% (n = 360,000); note: plate controls were buffer without enzyme for full effect and enzyme alone for no effect
CCHF vOTU inh = blocks the CCHF virus ovarian tumor domain protease | CCHFV vOTU protease, Pep-AMC fluorescence | inhibition, % at 11.5 µM | actives 0.55% (n = 370,000) | AID 651958; in the data active = inhibition above about 30%; note: 0% = vehicle wells with enzyme and 100% = no enzyme wells
Yp Topo-I inh = inhibitors of Yersinia pestis topoisomerase I. Y. pestis Topo-I cleavage product accumulation, plate reader. activity, % at 10 µM. actives 0.064% (n = 360,000). AID 504884; in the data active = activity above about 50%, passing the limit was not always enough; inconclusive = no clear call, values can overlap the other calls; note: inactives centre near 2
The depositor's hits bear a star; ? = inconclusive; . = not tested or not shown; & = joins results of further samples. Cut-off read from the data, not from the text of the source, unless noted: active = inhibition above about 30%; inconclusive = no clear call, values can overlap the other calls; inactive = below that.

SMILES | BoNT F protease | Anthrax LF prot | TcdB GH inh | PfHsp40 yeast | PrPC surface inh | FadD28 FP inh | BoNT A protease | CCHF vOTU inh | Yp Topo-I inh
CC12CCC(C(=O)N3CCCCC3)(CC1=O)C2(C)C (stereo not given) | 3 | 7 | . | 0.3 | -4 | -4.4 | 1.0 | 0 | 11
COc1cccc(NC(=O)CSc2cccc[n+]2[O-])c1 | 1 | -1 | 0.5 | 16 | 4 | 0.2 | 0.1 | 10 | -3
COc1cc(O)cc2occ(-c3ccc(O)cc3)c(=O)c12 | 6 | 0 | 6.6 | -0.2 | -6 | -3.8 | -1.0 | 2 | -1
COc1ccc(CNC(=O)Nc2ccc(C)cc2)cc1 | -10 | -3 | . | 3.0 | -1 | -2.5 | -0.4 | 4 | -1
COc1ccc(F)cc1CN1CCN(C(=O)CCC(=O)Nc2nnc(C(C)C)s2)CC1 | 2 | -4 | 0.1 | -0.9 | 0 | -0.1 | 0.5 | 2 | -2
Nc1nc(SCC(=O)NCc2ccc3c(c2)OCO3)n[nH]1 | 3 | -4 | 1.2 | -1.4 | 6 | 0.4 | 0.4 | -1 | 7
COc1cccc(C(=O)Nc2ccc(N(C)C)cc2)c1OC | -34 | -10 | . | -0.9 | 2 | -2.3 | 0.5 | 15 | 1
COc1ccccc1C(=O)NC(CCSC)C(=O)N1CCN(C(C)=O)CC1 (stereo not given) | 6 | -5 | 2.4 | -1.2 | -3 | -0.8 | 3.7 | -11 | -1
COCCN(CC(=O)Nc1cccc(C)c1C)C(=O)c1oc2ccccc2c1C | 5 | -4 | 0.4 | 1.3 | 2 | -1.1 | 1.5 | 6 | 10
COCCNC(=O)c1ccc(CN2CCc3ccccc3C2)cc1 | -2 | -1 | 0.8 | 0.1 | -4 | -3.6 | -0.3 | 1 | -6
CCOC(=O)c1ccc(-n2cc(C(=O)c3cccnc3)nn2)cc1 | 0 | -4 | 0.6 | -2.4 | 4 | 1.0 | -0.4 | -17 | -6
Cc1ccccc1S(=O)(=O)NCC1CCCO1 (stereo not given) | ? | -3 | 1.1 | 0.6 | 8 | -0.6 | -4.8 | 14 | 3
COc1cc(Cl)c(C)cc1NC(=O)CCCN1C(=O)CCC1=O | -2 | -3 | . | ? | -6 | -4.0 | 0.7 | -13 | -4
C=C1C(=O)C23C(O)C1CCC2C12COC3(O)C(O)C1C(C)(C)CCC2O (stereo not given) | 2 | -4 | 5.8 | . | 11 | -0.6 | 0.3 | -7 | 19
Cc1cc(/C=C(\C#N)C(=O)OCC(=O)N(C)c2c(N)n(Cc3ccccc3)c(=O)[nH]c2=O)c(C)n1CC(C)C | 2 | -5 | -3.4 | . | -12 | -3.3 | -0.1 | 29 | 7
CCCNc1nc(Cl)nc(NC(C)(C)C)n1 | -2 | -1 | . | 1.1 | 1 | -3.3 | -0.1 | -1 | 5
CCc1cccc2c(C#N)cn(CCOc3ccccc3OC)c12 | -8 | -1 | . | -0.9 | -2 | -3.4 | -0.9 | -9 | 10
CSc1nc(N)n2nc(-c3ccccc3)cc2n1 | -9 | -2 | 2.2 | 1.0 | -2 | -2.1 | 0.6 | 5 | -2
CC(=O)N=c1ncn(CC(COC(C)=O)OC(C)=O)c2nc[nH]c12 (stereo not given) | -4 | 3 | . | 0.7 | -5 | 0.6 | -0.4 | 7 | -4
CC(=O)c1ccc(S(=O)(=O)Nc2ccc(-c3cn4c(n3)SCC4)cc2)cc1 | -9 | -2 | . | -2.0 | 0 | 0.1 | -0.6 | -8 | -2
CCN=C1NN=C(c2ccc(C)cc2)CS1 | -10 | 0 | 0.9 | 14 | 3 | -14 | 1.8 | -2 | 0
CCOC(=O)c1ccccc1NC(=O)CN1CCC(n2nnc3cc(C(F)(F)F)ccc32)CC1 | -10 | -3 | 1.1 | 0.0 | 3 | -0.4 | 0.2 | -8 | -2
O=C(c1ccoc1)N1CCCC(N2CCN(c3cccc(Cl)c3)CC2)C1 (stereo not given) | 4 | -1 | 0.1 | -2.0 | 3 | 0.1 | 0.2 | 4 | 4
COc1ccc([C@H]2CC(=O)C=C(c3ccc(CNC(=O)OC(C)(C)C)cc3)C2)cc1 | -3 | -8 | 0.3 | 16 | -1 | -1.6 | -0.4 | -3 | 41
Cc1cc(CNC(=O)C2CCC(=O)N(Cc3ccccc3F)C2)on1 (stereo not given) | 2 | -5 | 0.5 | -0.8 | 0 | -3.0 | -1.1 | -10 | -9
N#Cc1ccc(OCc2nnc3n2CCCCC3)cc1 | -3 | -5 | 2.2 | -0.2 | -3 | -0.2 | -0.3 | -11 | 0
CCOC(=O)c1ccccc1NC(=O)CSc1nnc(C)c(=O)[nH]1 | 10 | -15 | 1.0 | 1.0 | 5 | 0.8 | 1.5 | -19 | 5
O=C(Oc1cccc(C(=S)N2CCOCC2)c1)c1cccc([N+](=O)[O-])c1 | 2 | -2 | 2.7 | 0.4 | -4 | -3.5 | 0.2 | 8 | -4
O=C(NCCc1c[nH]c2ccccc12)C(=O)NCC(c1ccco1)N1CCN(c2ccccc2F)CC1 (stereo not given) | 0 | 1 | . | -0.5 | . | 0.5 | -1.4 | . | -13
Cn1cnnc1SCC(=O)Nc1sc2c(c1C(N)=O)CCC2 | 5 | -1 | . | -0.1 | -1 | 0.8 | 0.3 | -17 | -7
Cc1cn(C2CCCO2)c(=O)nc1N (stereo not given) | -12 | -2 | 0.7 | -0.7 | 4 | -1.7 | -0.4 | -3 | 3
COC(=O)N(C)C[C@H]1OCc2cn(nn2)CCCC(=O)N([C@@H](C)CO)C[C@@H]1C | -4 | -9 | -4.5&-0.3 | . | -8 | -1.6 | 0.2 | 0 | .
COc1ccc(S(=O)(=O)Cc2ccc(C(=O)N3CCC4(CC3)OCCO4)o2)cc1 | 0 | -4 | . | 0.2 | 1 | -2.6 | 1.2 | -1 | 5
Cc1ccc(C(=O)OCC(=O)N2CC(=O)Nc3ccccc32)s1 | -8 | -2 | . | -0.7 | -4 | -3.1 | 0.2 | -9 | 4
CCOC(=O)c1cnn(-c2ncnc3c2oc2ccccc23)c1N | -5 | 0 | . | 1.7 | 1 | -0.7 | -1.1 | 5 | -2
CCCCCC/C=C/c1ccc([C@H]2[C@H]3C=CC[C@@H](C)[C@@H]3C(=O)N2Cc2ccccc2)c(F)c1 | 0 | 0 | 0.6 | -0.8 | 4 | 0.4 | 0.1 | -12 | -8
COc1ccccc1NS(=O)(=O)c1ccc(C)c(C(N)=O)c1 | -1 | -2 | . | -0.3 | 5 | -2.6 | 0.2 | -10 | -7
O=c1[nH]c(O)c(N=Nc2ccc(S(=O)(=O)N3CCOCC3)cc2)c(=O)[nH]1 | -8 | -1 | 0.1 | 0.0 | -1 | -2.0 | -0.4 | 6 | 0
O=C1NC[C@H](Cc2ccccc2)N(C[C@H]2CCCN2C[C@H](Cc2ccccc2)N2C[C@H](Cc3ccccc3)N(CCc3ccccc3)C(=O)C2=O)C1=O | 10 | 2 | 0.5 | 2.3 | -4 | -0.6 | 0.2 | 19 | 0
CCOC(=O)C1(C)CCN1C(=O)Cc1ccc(OC)cc1 (stereo not given) | -2 | -5 | 0.2 | . | -7 | -2.4 | -0.6 | 2 | -6

Some of these compounds in order of length of the SMILES, rising.
SMILES | BoNT F protease | Anthrax LF prot | TcdB GH inh | PfHsp40 yeast | PrPC surface inh | FadD28 FP inh | BoNT A protease | CCHF vOTU inh | Yp Topo-I inh
Cc1cn(C2CCCO2)c(=O)nc1N (stereo not given) | -12 | -2 | 0.7 | -0.7 | 4 | -1.7 | -0.4 | -3 | 3
CCN=C1NN=C(c2ccc(C)cc2)CS1 | -10 | 0 | 0.9 | 14 | 3 | -14 | 1.8 | -2 | 0
N#Cc1ccc(OCc2nnc3n2CCCCC3)cc1 | -3 | -5 | 2.2 | -0.2 | -3 | -0.2 | -0.3 | -11 | 0
CCOC(=O)C1(C)CCN1C(=O)Cc1ccc(OC)cc1 (stereo not given) | -2 | -5 | 0.2 | . | -7 | -2.4 | -0.6 | 2 | -6
CCOC(=O)c1cnn(-c2ncnc3c2oc2ccccc23)c1N | -5 | 0 | . | 1.7 | 1 | -0.7 | -1.1 | 5 | -2
O=c1[nH]c(O)c(N=Nc2ccc(S(=O)(=O)N3CCOCC3)cc2)c(=O)[nH]1 | -8 | -1 | 0.1 | 0.0 | -1 | -2.0 | -0.4 | 6 | 0
CCOC(=O)c1ccccc1NC(=O)CN1CCC(n2nnc3cc(C(F)(F)F)ccc32)CC1 | -10 | -3 | 1.1 | 0.0 | 3 | -0.4 | 0.2 | -8 | -2
COC(=O)N(C)C[C@H]1OCc2cn(nn2)CCCC(=O)N([C@@H](C)CO)C[C@@H]1C | -4 | -9 | -4.5&-0.3 | . | -8 | -1.6 | 0.2 | 0 | .
CCCCCC/C=C/c1ccc([C@H]2[C@H]3C=CC[C@@H](C)[C@@H]3C(=O)N2Cc2ccccc2)c(F)c1 | 0 | 0 | 0.6 | -0.8 | 4 | 0.4 | 0.1 | -12 | -8

Other records:
SMILES | BoNT F protease | Anthrax LF prot | TcdB GH inh | PfHsp40 yeast | PrPC surface inh | FadD28 FP inh | BoNT A protease | CCHF vOTU inh | Yp Topo-I inh
CCC(CC)COC(=O)C1=C(C)NC(=O)NC1c1ccccc1Br (stereo not given) | ? | 17 | 0.2 | 0.0 | 12 | -3.0 | 0.8 | 7 | 8
CCNC(=O)c1sccc1-n1cccc1 | 6 | 1 | . | -0.7 | 3 | -1.5 | -0.2 | 4 | -8
CCCC(c1nnnn1C(C)(C)CC)N(Cc1ccco1)Cc1cc2ccc(OC)cc2[nH]c1=O (stereo not given) | -7 | -3 | . | -0.8 | -1 | -4.1 | 0.2 | -6 | 41
CC(=O)c1cccc(NC(=O)C(C)OC(=O)Cc2c[nH]c3ccccc23)c1 (stereo not given) | . | . | -2.1 | 0.1 | 6 | -4.2 | . | -5 | -11
Cc1ccccc1Cn1cnc2c(nnn2Cc2ccc(F)cc2)c1=O | -1 | 1 | . | 0.6 | 4 | -2.9 | 0.8 | 0 | 15
O=C(Nc1ccc2c(c1)OCCO2)C1CCN(C(=O)c2ccc([N+](=O)[O-])cc2)CC1 | -5 | 1 | -0.9 | -1.0 | -9 | 0.6 | -0.3 | 6 | -1
COc1nc(N)nc(NC23CC4CC(CC(C4)C2)C3)n1 | -5 | -8 | . | -1.3 | -4 | 1.4 | 0.2 | -7 | 2
CCN(/C=N/c1sc2c(c1C#N)CC(C)(C)NC2(C)C)CC | -3 | 2 | . | 0.4 | -1 | -1.1 | -0.2 | -3 | 3
O=C(COC(=O)c1ccccn1)Nc1cccnc1Cl | -16 | -7 | -0.6 | 0.2 | -3 | -0.7 | -6.4 | -12 | 6
CCCCOC(=O)c1ccc(S(N)(=O)=O)o1 | -4 | -1 | . | -2.4 | 5 | -0.7 | -0.7 | -4 | 2
COC(=O)c1c(C)cc(O)cc1O | 8 | 5 | 0.5 | 0.8 | -3 | 2.0 | -0.4 | -5 | -1
Cc1ccc(Cl)cc1-n1c(=O)cc(N2CCN(C(=O)c3ccco3)CC2)[nH]c1=O | -7 | -3 | -0.1 | 15 | 3 | 0.9 | -1.6 | 5 | 7
COc1ccc(OC)c(/C=N/NC(=O)C(=O)N2CCCC2)c1 | -4 | -1 | -1.6 | 0.0 | -1 | -2.0 | -0.1 | 8 | -4
O=C1C=C(c2ccc3c(c2)OCCO3)C[C@@H](c2ccc(F)cc2)C1 | -4 | 5 | 2.6 | 13 | 3 | 0.1 | 0.6 | 2 | 8
Cc1cccc(N(C(=O)c2ccc(CN3CCOCC3)o2)C(C(=O)NC(C)(C)C)c2ccc(F)cc2)c1 (stereo not given) | 9 | -5 | . | 1.1 | -10 | -2.2 | -0.4 | 12 | 35
Cc1ccc(S(=O)(=O)n2nc(OC(=O)c3ccccc3F)cc2N)cc1 | -4 | -1 | -1.2 | 0.4 | 4 | -9.0 | 0.7 | -7 | 14
COCCn1c(SCC(=O)NC2CCCC2)nnc1-c1ccco1 | 8 | -3 | 1.0 | 0.2 | -3 | -3.3 | 0.9 | 1 | 9

High-throughput results (PubChem BioAssay)

Rows are unselected, and some 2.3% of all compounds hit somewhere here.
